All columns: NCI-60 one-dose screen, growth in % after 48 h at 10 µM unless noted; 100 = growth as untreated, 0 = no growth, -100 = all killed.
TK-10: TK-10 renal cancer cells. 81,000 compounds, 3.9% hits. AID 1794769
SN12C: SN12C renal cancer cells. AID 1794767. 81,000 compounds, 3.8% hits
OVCAR-5: OVCAR-5 ovarian cancer; 82,000 compounds, 2.9% hits; AID 1794783
UO-31: UO-31 renal cancer; 81,000 compounds, 5.2% hits; AID 1794768
IGROV1: IGROV1 ovarian cancer; 79,000 compounds, 4.7% hits; AID 1794786
786-0: 786-0 renal cancer cells | AID 1794775 | 81,000 compounds, 5.1% hits
OVCAR-4: OVCAR-4 ovarian cancer cells. 80,000 compounds, 3.7% hits. AID 1794784
SK-OV-3: SK-OV-3 ovarian cancer cells. 80,000 compounds, 3.2% hits. AID 1794785
* hit, by the source's call; x = not tested or not shown; & = joins results of further samples; ! = a repeat was not active. Rule for the calls: active = growth percent below 10; inactive = the rest.

SMILES	TK-10	SN12C	OVCAR-5	UO-31	IGROV1	786-0	OVCAR-4	SK-OV-3
CC[C@H](Nc1ncnc(N)c1C(N)=O)c1nc2cccc(NCc3ccc(C(=O)NO)cn3)c2c(=O)n1-c1ccccc1	92	104	100	92	100	91	101	102
CCOC(=O)C(Cc1ccc(O)cc1)NC(=O)C(CCCCN)N(C(=O)OCc1ccccc1)C(=O)OCc1ccccc1 (stereo not given)	106	103	107	83	115	100	101	101
CCOP(=O)(OCC)/C(C#N)=C/c1c(C)[nH]c2ccccc12	93	92	103	73	105	106	41	100
COC(=O)/C=C1/CC[C@H]2[C@@H]3CCC4=CC(=O)CC[C@]4(C)[C@H]3C(=O)C[C@]12C	92	98	x	88	93	88	89	96
Cc1ccc(Nc2n[nH]c(=S)s2)cc1F	102	92	106	91	110	92	x	103
CCOC(=O)c1sc(-c2ccc(OS(=O)(=O)c3ccccc3[N+](=O)[O-])c(C=O)c2)nc1C	85	3.6*	74	57	3.9*	80	33	117
O=C1C[C@H](c2ccccc2)[C@H](c2ccccc2)C1	94	99	96	82	112	101	105	102
O=C(/C=C/Nc1nccs1)c1ccc(N=Cc2c(O)[nH]c3ccccc23)cc1	155	88	117	84	94	100	97	96
NCC1CCCCC1CC(=O)O (stereo not given)	109	96	124	94	96	102	102	108
CC(CN1CCN(CC(C)Nc2ccnc3cc(Cl)ccc23)CC1)Nc1ccnc2cc(Cl)ccc12 (stereo not given)	-48*	58	57	-49*	28	-9.8*	3.3*	97
O=C1CCC(=O)N1CC1CC2CCC1C2 (stereo not given)	84&94	82&94	91&94	96&101	107&105	98&98	97&91	-56*!
COc1ccc(OC)c(-c2ccc(-c3ccccc3N)c3[nH]c4ccccc4c23)c1	103	88	110	58	60	84	70	89
CC(C)CSc1nc(-c2ccc(F)cc2)c(C#N)c(N2CCOCC2)n1	103	91	99	80	97	91	88	98
C/C(=C\C=C\[C@H](C)CC(=O)O)[C@H](O)[C@H](C)C(=O)O[C@H]1C[C@H](C)[C@H](O)c2ccc(C)c(C)c21	74	88	94	73	88	91	100	79
COc1ccc(OC)c(/C=C/C(=O)C2=NN(c3ccc(Cl)cc3)[C@H](c3cc(OC)ccc3OC)CC2=O)c1	102	97	104	77	108	104	128	110
O=C1CCN=C2C=CC(C(F)(F)F)=CN12	x	103	107	91	92	93	132	103
Cc1cc2nc(-c3cc4cc(Cl)cc(Cl)c4oc3=O)[nH]c2cc1C	149	99	99	77	94	103	101	91
CCC(C)(C(=O)O)C1CCCCC1 (stereo not given)	112	106	108	90	106	99	112	107
O=S(=O)(Nc1nnc(-c2cc(O)c(O)c(O)c2)s1)c1ccccc1	107	100	104	89	101	99	103	97
CC(=O)n1cc(-c2c[nH]c3ccccc23)c(-c2ccc(Cl)cc2)n1	95	100	94	61	75	79	62	96
COc1ccc(N/C=C2\C(=O)CCc3c2oc2cc(Cl)c(O)c(Cl)c32)cc1	94	92	105	97	97	75	81	74
CC([C@H]1CC=C2C3CCC4=C[C@@H](N(C)C)CC[C@]4(C)C3CC[C@@]21C)N(C)C (stereo not given in full)	95	22	86	x	51	-5.7*	8.3*	80
O=C1/C=C/[C@@H](O)[C@@H]2C[C@@H](O)C[C@H]2/C=C/CCC[C@H](CCc2ccc(NC(=S)Nc3ccc4c(c3)C(=O)OC43c4ccc(O)cc4Oc4cc(O)ccc43)cc2)O1	-21*	10	18	11	26	x	23	32
Cn1cc(-c2nc(N)nnc2-c2ccccn2)c2cc(Br)ccc21	127	x	100	79	101	93	102	94
COc1ccccc1NC1=C(Cl)C(=O)C(Nc2ccccc2OC)=C(Cl)C1=O	166	90	124	98	88	110	83	108
O=C(Nc1ccccc1)C1CN(Cc2ccccc2)CCS1 (stereo not given)	95	109	96	89	103	98	109	100
Nc1onc(-c2ccc(F)cc2)c1[N+](=O)[O-]	149	97	114	95	107	115	106	130
COc1cccc(/C=C2\N=C(Nc3ccc(O)cc3)NC2=O)c1	123	85	112	79	90	103	96	104
Cc1ccc(CSCc2ccc(C(=O)NC3CC3)o2)cc1	91	83	76	75	89	92	69	108
CC(C)(C)c1ccc(COc2ccc(/C=C3/C(=O)Nc4cc(Cl)ccc43)cc2)cc1	x	91	96	81	107	102	93	135
C=C(C)[C@@H]1CC[C@]2(C=O)CC[C@]3(C)[C@H](CC[C@@H]4[C@@]5(C)CC[C@H](NC=O)C(C)(C)[C@@H]5CC[C@]43C)[C@@H]12	113	96	112	92	109	95	102	114
Nc1ccc2c(c1)C(=O)c1cc(C(=O)O)ccc1-2	98	96	107	88	81	130	149	113
O=c1[nH]c(CN2CCN(c3cccc(Cl)c3)CC2)nc2cc(Cl)ccc12	106	89	85	9.9*	x	90	104	82
CCCCCN=C(N)N/N=C/c1c[nH]c2ccc(OC)cc12	121	74	78	108	103	110	95	67
C=C(C)[C@@H]1CC[C@]2(C#N)CC[C@]3(C)[C@H](CC[C@@H]4[C@@]5(C)C/C(=C/c6ccco6)C(=O)C(C)(C)[C@@H]5CC[C@]43C)[C@@H]12	101	93	98	74	94	99	94	99
Nc1c(C(=O)Nc2ccccc2)sc2nc3c(cc12)CCCCCC3	36	x	15	17	15	10	x	-4.4*
CC1(C)CCc2cc(-c3ccn(S(=O)(=O)c4ccc(Cl)cc4Cl)n3)ccc2O1	69	90	98	73	94	79	69	x
CCCCCCCCCCCCCCNC1=C(Cl)C(=O)c2ccccc2C1=O	126	95	101	85	108	106	97	96
O=C(Nc1ccc(OCc2ccc(Cl)cc2)cc1)Nc1ccc(Cl)c(C(F)(F)F)c1	19	18	53	6.6*	48	17	14	-19*
O=C(Nc1ccc(F)cc1)C1CCN(S(=O)(=O)c2ccc(Cl)cc2)CC1	81	94	93	88	77	92	87	94

Of the compounds above, 2 contain a CF3 group.
SMILES	TK-10	SN12C	OVCAR-5	UO-31	IGROV1	786-0	OVCAR-4	SK-OV-3
O=C1CCN=C2C=CC(C(F)(F)F)=CN12	x	103	107	91	92	93	132	103
O=C(Nc1ccc(OCc2ccc(Cl)cc2)cc1)Nc1ccc(Cl)c(C(F)(F)F)c1	19	18	53	6.6*	48	17	14	-19*

Remaining list, next part.
SMILES	TK-10	SN12C	OVCAR-5	UO-31	IGROV1	786-0	OVCAR-4	SK-OV-3
O=C(O)c1ccc2cccnc2c1O	13	7.1*	24	-5.8*	5.0*	7.0*	18	-11*
CCOC(=O)C1=C(C)NC(=O)NC1c1ncc(C(C)O)s1 (stereo not given)	83	97	101	89	98	100	109	100
COc1ccc(NC(=O)CSc2nc3ccccc3c(=O)n2C)cc1	87	95	103	91	103	95	82	x
O=C(O)c1ccccc1-c1c2cc(Br)c(=O)c(Br)c-2oc2c(Br)c(O)c(Br)cc12	111&94	102&99	103&108	94&87	114&113	108&103	106&91	100&105
O=C(NCCNc1nccc(-c2c(-c3ccc(F)cc3)nc3sccn23)n1)c1cccc(C(F)(F)F)c1	96	72	78	48	62	64	77	87
Nc1nc(SCC2(CCl)COC2)c2[nH]cnc2n1	102	100	100	76	101	99	87	93
NC1=CNNc2c3ncnc-3ncn21	104	106	115	98	113	100	108	108
Cc1ccc(C2=C(O)C(=O)C(c3ccc(C)cc3)=C(O)C2=O)cc1	87	89	89	77	112	98	96	91
CC1(C)CC[C@]23CC[C@]4(C)[C@H](CC[C@@H]5[C@@]6(C)C=C(N7CCOCC7)C(=O)C(C)(C)[C@@H]6CC[C@]54C)[C@H]2[C@H]1OC3	104	90	108	86	95	108	87	93
COc1ccc(/C=C/C(=O)c2ccc(NC(=O)CSc3nnc(-c4ccc5nc(-c6ccccc6)[nH]c5c4)o3)cc2)cc1	110	97	110	91	102	77	101	104
COc1cc(CNC(=O)/C=C/c2ccccc2)ccc1OCc1cn(-c2cccc([N+](=O)[O-])c2)nn1	89	94	100	82	91	86	78	98
COC(=O)c1ccc(Cn2cc(CSc3nc4ccccc4o3)nn2)cc1	104	101	101	79	96	93	95	88
NS(=O)(=O)c1ccc(-n2cc(CN3CCOCC3)nn2)cc1	104	107	111	93	112	106	106	122
Cc1cc(C)c(S(N)(=O)=O)c(N)c1	109	100	93	96	110	107	x	101
CCOC(=O)C1=C(C)N(C)C(=O)N(C)C1c1c(Cl)n(C)c2ccccc12 (stereo not given)	110	98	87	79	95	94	107	107
O=C(Nc1ccc(OS(=O)(=O)c2ccc(F)cc2)cc1)c1ccc(Cl)cc1	96	96	102	92	96	104	106	105
O=CNc1ccccc1	109	98	112	79	104	107	116	112
O=C(/C=C/Nc1ccc2oc(=O)ccc2c1)c1cc2cc(Br)ccc2oc1=O	124	102	108	81	105	103	102	100
CC(C)CCNCC(O)Cn1c2ccccc2c2ccccc21 (stereo not given)	33	19	41	-14*	10	25	22	28
CSCCCNC(=O)c1ccc2c(c1)/C(=C/c1[nH]c(C)cc1C)C(=O)N2	29	22	36	9.3*	-12*	6.5*	28	20

A different layout for some results above:
Value order: TK-10	SN12C	OVCAR-5	UO-31	IGROV1	786-0	OVCAR-4	SK-OV-3
> CC[C@H](Nc1ncnc(N)c1C(N)=O)c1nc2cccc(NCc3ccc(C(=O)NO)cn3)c2c(=O)n1-c1ccccc1
 : 92	104	100	92	100	91	101	102
> CCOC(=O)C(Cc1ccc(O)cc1)NC(=O)C(CCCCN)N(C(=O)OCc1ccccc1)C(=O)OCc1ccccc1 (stereo not given)
 : 106	103	107	83	115	100	101	101
> CCOP(=O)(OCC)/C(C#N)=C/c1c(C)[nH]c2ccccc12
 : 93	92	103	73	105	106	41	100
> COC(=O)/C=C1/CC[C@H]2[C@@H]3CCC4=CC(=O)CC[C@]4(C)[C@H]3C(=O)C[C@]12C
 : 92	98	x	88	93	88	89	96
> Cc1ccc(Nc2n[nH]c(=S)s2)cc1F
 : 102	92	106	91	110	92	x	103
> CCOC(=O)c1sc(-c2ccc(OS(=O)(=O)c3ccccc3[N+](=O)[O-])c(C=O)c2)nc1C
 : 85	3.6*	74	57	3.9*	80	33	117
> O=C1C[C@H](c2ccccc2)[C@H](c2ccccc2)C1
 : 94	99	96	82	112	101	105	102
> O=C(/C=C/Nc1nccs1)c1ccc(N=Cc2c(O)[nH]c3ccccc23)cc1
 : 155	88	117	84	94	100	97	96
> NCC1CCCCC1CC(=O)O (stereo not given)
 : 109	96	124	94	96	102	102	108
> CC(CN1CCN(CC(C)Nc2ccnc3cc(Cl)ccc23)CC1)Nc1ccnc2cc(Cl)ccc12 (stereo not given)
 : -48*	58	57	-49*	28	-9.8*	3.3*	97
> O=C1CCC(=O)N1CC1CC2CCC1C2 (stereo not given)
 : 84&94	82&94	91&94	96&101	107&105	98&98	97&91	-56*!
> COc1ccc(OC)c(-c2ccc(-c3ccccc3N)c3[nH]c4ccccc4c23)c1
 : 103	88	110	58	60	84	70	89
> CC(C)CSc1nc(-c2ccc(F)cc2)c(C#N)c(N2CCOCC2)n1
 : 103	91	99	80	97	91	88	98
> C/C(=C\C=C\[C@H](C)CC(=O)O)[C@H](O)[C@H](C)C(=O)O[C@H]1C[C@H](C)[C@H](O)c2ccc(C)c(C)c21
 : 74	88	94	73	88	91	100	79
> COc1ccc(OC)c(/C=C/C(=O)C2=NN(c3ccc(Cl)cc3)[C@H](c3cc(OC)ccc3OC)CC2=O)c1
 : 102	97	104	77	108	104	128	110

The list continues.
SMILES	TK-10	SN12C	OVCAR-5	UO-31	IGROV1	786-0	OVCAR-4	SK-OV-3
CCS(=O)(=O)N1CCCC(C(=O)Nc2nc3ccc(NC(=O)c4ccc(F)c(OC)c4F)cc3s2)C1 (stereo not given)	84	84	101	55	81	58	39	70
CC(C)(C)N/N=C(\C(=O)Nc1nc(=S)[nH][nH]1)C1C(=O)Nc2ccccc2S1=O (stereo not given)	127	99	117	79	103	112	107	100
CN1CCN(c2ccc3c(c2)nc(NNC(=O)c2ccncn2)c2cccn23)CC1	43	29	54	13	22	9.5*	36	25
COC(=O)c1cc(Cl)c(C(=O)OC)cc1Cl	109	93	100	91	102	103	100	89
COc1ccc(-c2nc(SCC(=O)Nc3nc(-c4ccc(C)cc4)cs3)[nH]c(=O)c2C#N)cc1	111	109	73	88	98	99	112	103
CC#CCC(N)C(=O)O (stereo not given)	109	117	105	98	93	105	107	97
CSc1nncc(-c2cnnc(SC)n2)n1	126	99	110	70	83	98	83	85
O=C(CCl)NCc1ccc(Cl)cc1	125	92	121	97	85	105	69	112
CCOC(=O)c1cc(C(=O)c2ccccc2)n2ccc(-c3ccn4c(C(=O)c5ccccc5)cc(C(=O)OCC)c4c3)cc12	89	100	118	96	99	97	108	120
C=CCN1C(=O)CSC1=S	109	96	98	81	108	100	110	107
O=C1/C(=C\c2ccc(O)cc2)N=C(c2cnccn2)N1c1cccc2cccnc12	113	93	113	65	92	101	91	92
Cc1ccc(NC(=O)CSc2nc(-c3ccccc3)c(C#N)c(=O)[nH]2)cc1	124	105	112	101	119	97	85	89
N#Cc1c(-c2ccccc2)nc(SCC2CO2)nc1N1CCOCC1 (stereo not given)	69	70	61	30	38	66	71	28

High-throughput results from PubChem.
